Compound activity as filed in PubChem.
OX1R antag-1 – OX1R (HCRTR1) antagonists, primary screen, fluorescence, CHO/OX1R cells, Fluo-8 calcium, orexin A. Orexin/Hypocretin receptor type 1 (Homo sapiens), O43613. Fluo-8 calcium fluorescence. inhibition, % at 5 µM. hit rate 0.43% among 330,000. AID 434989, 2010;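 active = inhibition above its plate's threshold, mean inhibition of all tested compounds on the plate plus 3 SD, cut at about 37% in these data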;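 also: 0% = orexin A challenge wells and 100% = SB-334867-A antagonist wells; not every result past the cut was called active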
Target sequence (O43613 whole entry, looked up): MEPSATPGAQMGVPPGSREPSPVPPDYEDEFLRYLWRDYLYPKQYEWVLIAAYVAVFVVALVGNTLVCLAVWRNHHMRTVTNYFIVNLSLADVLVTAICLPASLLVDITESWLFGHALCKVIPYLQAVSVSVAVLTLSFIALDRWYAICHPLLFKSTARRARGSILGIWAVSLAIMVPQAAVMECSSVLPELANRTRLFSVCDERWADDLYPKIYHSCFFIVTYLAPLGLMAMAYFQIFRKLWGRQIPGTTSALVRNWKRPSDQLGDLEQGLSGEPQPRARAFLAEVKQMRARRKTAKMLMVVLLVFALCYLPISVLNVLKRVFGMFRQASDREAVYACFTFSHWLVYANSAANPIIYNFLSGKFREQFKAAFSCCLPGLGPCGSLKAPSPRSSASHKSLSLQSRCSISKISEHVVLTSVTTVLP
OX1R antag-2 – antagonists of human orexin 1 receptor (OX1R); OX1R-expressing cells, FRET antagonist read-out; inhibition, % at 6.6 µM; hit rate 1.8% among 330,000; AID 485270, 2010; in the data active = inhibition mostly above about 38%, no sharp cut-off; inactive = mostly below about 40%;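 also: 0% = agonist challenge alone and 100% = reference antagonist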
* hit, by the source's call. Compounds were not picked by outcome; about 2% have a hit in one of these screens.

SMILES	OX1R antag-1	OX1R antag-2
O=C(Nc1ccc2ccccc2c1)N1CCCN(CCOc2ccccc2)CC1	-35	9
Cn1c(=O)n(C)c2cc(S(=O)(=O)N3CCOCC3)ccc21	-6	8
COC(=O)c1ccc(/C=C/C(=O)c2ccc(OC)cc2)cc1	-20	12
Clc1ccc(-c2csc(N3CCSCC3)n2)cc1	2	13
CCS(=O)(=O)N1CCC(C(=O)Oc2ccc(Cl)cc2)CC1	-4	9
Cc1cc(C)c(C(=O)COC(=O)c2ccc([N+](=O)[O-])o2)cc1C	-28	34
O=C(COc1ccccc1)Nc1ccccc1N1CCCCC1	-34	29
Cc1ccc(CCN2CC(C(=O)NCCCN(C)Cc3ccccc3)CC2=O)cc1 (configuration not stated)	-38	22
COc1cccc(OCC(=O)NCC2CCCO2)c1 (configuration not stated)	6	7
CC(C)(C)c1ccc(OCC(=O)OCCNC(=O)c2cccnc2)cc1	-9	24
CCN(CC)Cc1c(C(=O)N/N=C/c2cccc3ccccc23)nnn1-c1nonc1N	-18	1
O=C(Nc1nccs1)c1nc[nH]c1C(=O)N1CCc2ccccc2C1	-22	0
Cc1cc(-c2ccccc2)n2ncc(-c3ccccc3)c2n1	-53	18
CC1CCCC(=C\c2ccccc2)/C1=N/O (configuration not stated)	-9	5
COc1ccc(NC(=O)CCc2nnc3ccc(NCc4ccco4)nn23)cc1	-12	8
COc1ccc(NC(=O)N2CCN(c3nc4ccccc4n3C(C)C)CC2)cc1	-14	11
COc1cc(C(=S)N2CCCC2)ccc1OS(=O)(=O)c1ccc(NC(C)=O)cc1	-36	12
COc1cc(CC(=O)Nc2ccc(S(=O)(=O)NC3=NCCCCC3)cc2)cc(OC)c1OC	-3	7
CC(NC(=O)Nc1ccccc1)c1ccccc1 (configuration not stated)	-26	6
CC(C)Oc1ccc(C(=O)Nc2ccc(N3CCCC3)cc2)cc1	-9	1
Cc1cccc(NC(=O)c2ccc3c(=O)n(CC4CCCO4)c(=S)[nH]c3c2)c1 (configuration not stated)	-10	17
CS(=O)(=O)N(CC(=O)N1CCN(Cc2ccccc2)CC1)c1ccccc1Br	-2	12
CCCSC1=C(C#N)C(c2cccs2)C(C(=O)Nc2ccccc2)=C(C)N1 (configuration not stated)	17	59
CCc1cccc2c(C=C(C#N)C#N)cn(CC(=O)N3CCCCC3)c12	-19	8
CCCCC(=O)Nc1ccc(NC(=O)c2ccc(C)c([N+](=O)[O-])c2)cc1OC	-24	22

Seven consecutive records from above:
SMILES	OX1R antag-1	OX1R antag-2
Cc1cc(C)c(C(=O)COC(=O)c2ccc([N+](=O)[O-])o2)cc1C	-28	34
O=C(COc1ccccc1)Nc1ccccc1N1CCCCC1	-34	29
Cc1ccc(CCN2CC(C(=O)NCCCN(C)Cc3ccccc3)CC2=O)cc1 (configuration not stated)	-38	22
COc1cccc(OCC(=O)NCC2CCCO2)c1 (configuration not stated)	6	7
CC(C)(C)c1ccc(OCC(=O)OCCNC(=O)c2cccnc2)cc1	-9	24
CCN(CC)Cc1c(C(=O)N/N=C/c2cccc3ccccc23)nnn1-c1nonc1N	-18	1
O=C(Nc1nccs1)c1nc[nH]c1C(=O)N1CCc2ccccc2C1	-22	0

New compounds follow.
SMILES	OX1R antag-1	OX1R antag-2
Cn1c(N)c(C(=O)CSc2nnc3n2CCCCC3)c(=O)n(C)c1=O	8	-5
Cn1c(=O)n(C)c2cc(S(=O)(=O)N3CCCc4ccccc43)ccc21	-1	13
CCN1CCN(c2nc(Nc3ccccc3)nc(N)c2[N+](=O)[O-])CC1	-2	5
Cc1ccc(C(C)C)c(OCC(=O)N/N=C/c2ccc(S(=O)(=O)O)o2)c1	-13	15
O=C(Cn1c(-c2cscn2)nc2ccccc21)Nc1ccc(Cl)cc1	-17	8
Cc1cc(S(=O)(=O)NCc2ccccc2)ccc1OCC(=O)NCc1ccccn1	-6	26
Cc1ccc(N2CCN(/N=C/c3ccccc3[N+](=O)[O-])CC2)cc1	-20	23
CC(=O)c1cccc(N(C(=O)CNC(=O)c2cccs2)C(C(=O)NCC2CCCO2)c2ccccc2)c1 (configuration not stated)	-10	22
COc1ccc(S(=O)(=O)N(C)CC(=O)NCc2ccco2)cc1	-17	0
COc1ccc(CNC(=O)[C@@H](NC(=O)C2CCN(C(=O)[C@@H]3CCCN3C(=O)OC(C)(C)C)CC2)C(C)C)cc1	-20	8
O=C(CSc1nccc(=O)[nH]1)Nc1ccc(N2CCOCC2)c(Cl)c1	-9	17
CCc1ccccc1N(CC(=O)NCc1ccco1)C(=O)CCC(=O)Nc1nccs1	-16	11
CCOC(=O)c1oc2c(c1C)C(=O)CCC2	6	15
CSc1ccc(CNCc2ccco2)cc1	-25	17
CCOc1ccccc1CN1CCN(Cc2cc(=O)c3ccccc3[nH]2)CC1CCO (configuration not stated)	-8	-3
CC(C)N(C(=O)CSc1nc2ccccc2c(=O)[nH]1)C(C)C	-22	9
Cc1ccccc1S(=O)(=O)N1[C@@H](c2cccc(Cl)c2)C(C(=O)O)=CC[C@H]1c1ccc(Cl)cc1	52*	90*
COc1ccc(C(=O)O/N=C(\N)c2ccc(Br)cc2)cc1	-1	10
CCN(CC)C(=O)C(Sc1ccccc1)c1ccccc1 (configuration not stated)	-13	24
Cc1cccc(-n2c3nc(=O)[nH]c(=O)c-3cc3c(C)nn(-c4ccccc4)c32)c1C	-8	10
Cc1cccc(N2CCN(C(=O)c3cccc(N4C(=O)C5CC=CC(C)C5C4=O)c3)CC2)c1C (configuration not stated)	-26	12
Cc1onc(-c2c(Cl)cccc2Cl)c1C(=O)NCC1CCCO1 (configuration not stated)	-13	5
COc1ccc(-n2c(=O)cc(N3CCCCCC3)[nH]c2=O)cc1	-5	7
CN1CCN(C(=O)CN(C)S(=O)(=O)c2cc(Cl)ccc2Cl)CC1	-8	8
COC(=O)c1cc2n(n1)CCN(Cc1ccc(C)cc1)C2=O	-24	24

Continuation:
SMILES	OX1R antag-1	OX1R antag-2
COc1ccccc1NC(=O)CN1C(=O)NC(C)(C)C1=O	-16	4
N#CC1=C(N)OC2=C(C(=O)CCC2)[C@]12C(=O)N(CC(N)=O)c1ccccc12	3	20
CCCCNc1c(-c2ccc(Sc3ccc(OC)cc3)cc2)nc2cc(C)ccn12	55	16
CCCCc1c(C)nc2ccc(C)cc2c1SCCC(=O)O	-24	22
Cc1cc(C)c(NC(=O)CSc2nc3c(c(=O)n2C)SC(C)C3)c(C)c1 (configuration not stated)	-37	16
Cc1cccc(C(=O)NCc2ccc(S(N)(=O)=O)cc2)c1[N+](=O)[O-]	-14	11
CCCCC(=O)Nc1ccc2c(c1)nc(CCNC(=O)c1ccco1)n2C	0	8
CCOC(=O)Cn1nc2sc3ccccc3n2c(=O)c1=O	-23	7
CCOC(=O)C1=C(CSc2nccn2C)NC(=O)NC1c1cc(C)ccc1C (configuration not stated)	-24	15
CCc1nn2cc(-c3ccccc3)nc2s1	-10	12
Cc1cccc(NC(=O)CN(c2ccc(C(C)C)cc2)S(=O)(=O)c2c(C)nn(C)c2C)n1	-35	23
CCc1cccc(NC(=O)CCS(=O)(=O)c2ccc3c(c2)NC(=O)CO3)c1	-10	8
CC(=O)NN1C(=O)c2ccccc2NC1c1ccoc1 (configuration not stated)	-10	14
COc1ccccc1N1CCN(S(=O)(=O)c2cc3[nH]c(=O)c(=O)[nH]c3cc2C)CC1	-17	1
CCOc1cccc(/C(O)=C2/C(=O)C(=O)N(CCOC)C2c2ccc(C)o2)c1 (configuration not stated)	-21	29
COc1ccc(C(=O)Nc2cccc(/C=C/c3nc4ccccc4c(=O)[nH]3)c2)cc1	-23	24
O=C(c1cccc(S(=O)(=O)N2CCCCC2)c1)N1CCN(Cc2ccccc2)CC1	-15	1
O=C(COC(=O)c1c[nH]c2ccccc12)Nc1ccc(F)cc1	3	9
O=C(O)c1ccc(N/N=C/c2cc3ccccc3nc2Cl)cc1	-1	31
Cc1onc(-c2ccccc2)c1C(=O)OCC(=O)Nc1cc(S(=O)(=O)N2CCOCC2)ccc1Cl	-27	14
Cc1ccc(NC(=O)CSc2cccc3cccnc23)c(C)c1	6	-6
COC(=O)N[C@H](CC(C)=O)c1ccccc1	-15	20
O=C(CNS(=O)(=O)c1ccc(F)cc1)Nc1ccccc1	-5	3
CCN(CC(=O)Nc1ccc2c(c1)OCCO2)S(=O)(=O)c1ccccc1	1	6
c1coc(CNc2ncnc3sc4c(c23)CCCCC4)c1	-24	30

Reformatted: six of the compounds above.
mol,OX1R antag-1,OX1R antag-2
CCCCNc1c(-c2ccc(Sc3ccc(OC)cc3)cc2)nc2cc(C)ccn12,55,16
CCCCc1c(C)nc2ccc(C)cc2c1SCCC(=O)O,-24,22
Cc1cc(C)c(NC(=O)CSc2nc3c(c(=O)n2C)SC(C)C3)c(C)c1 (configuration not stated),-37,16
Cc1cccc(C(=O)NCc2ccc(S(N)(=O)=O)cc2)c1[N+](=O)[O-],-14,11
CCCCC(=O)Nc1ccc2c(c1)nc(CCNC(=O)c1ccco1)n2C,0,8
CCOC(=O)Cn1nc2sc3ccccc3n2c(=O)c1=O,-23,7

Carrying on.
SMILES	OX1R antag-1	OX1R antag-2
CC(C)OC(=O)CSc1nc2ccccc2s1	-14	17
Cc1cccc(NC(=O)C2CCCN(C(=O)NCc3ccccc3)C2)c1C (configuration not stated)	-12	4
Cc1cc(C)c(NC(=O)CN2C(=O)NC(Cc3ccccc3)C2=O)c(C)c1 (configuration not stated)	-16	10
CCOC(=O)CC(NC(=O)CCc1c(C)nc2ncnn2c1C)c1ccc(OC(C)C)cc1 (configuration not stated)	-19	14
COc1ccc(N2CCN(CCN3C(=O)c4ccccc4C3=O)CC2)cc1	-19	9
COc1ccc(C(=O)CC(=O)C(=O)Nc2cc([N+](=O)[O-])ccc2OC)cc1	-16	4
Cn1cc(CNCc2cn[nH]c2-c2ccc(F)cc2)c(-c2ccc3c(c2)OCCO3)n1	-30	10
Oc1ccc(-c2nccc(-c3ccc(Cl)cc3Cl)n2)cc1	15	7
CN1/C(=C\C(=O)CSc2ncn[nH]2)C(C)(C)c2ccccc21	-18	20
Cc1nn(Cc2ccccc2)c(C)c1NC(=O)c1noc2c1CCc1ccccc1-2	-33	19
O=C(CC(=O)c1ccccc1)Nc1cccnc1	10	7
CCOC(=O)c1cc(-c2ccccc2C)nn1CC1CC(c2ccc(OC)cc2)=NO1 (configuration not stated)	22	-1
c1ccc(-c2nnc3n2N=C(c2ccc4c(c2)OCO4)CS3)nc1	-5	14
O=C(NCCCN1CCCC1=O)c1ccc(OCc2ccccc2)cc1	-13	1
O=C(Cc1csc(-c2ccc(F)cc2)n1)Nc1cccc(S(=O)(=O)NC2=NCCC2)c1	-23	5
CCN(CC)S(=O)(=O)c1cccc(NC2=NCCCCC2)c1	-22	26
O=CN1CCN(C(C(=O)NC2CCCCC2)c2ccc(Cl)cc2)CC1 (configuration not stated)	-25	12
Cc1ccc(S(=O)(=O)N2CCCCC2)cc1C(=O)Nc1ccc(S(=O)(=O)Nc2ncccn2)cc1	-6	3
CCc1nnc(NS(=O)(=O)c2ccc(N/C=C/C(=O)c3ccc(OC)cc3)cc2)s1	-14	7
CCN(CC)C(=O)CSc1nnc(-c2cc(OC)cc(OC)c2)o1	-12	4
CC(=O)Cc1nsc(NC(=O)c2ccc(-c3ccc(F)cc3)o2)n1	8	61*
CC(C)NC(=O)COc1coc(CN2CCN(c3ccccc3F)CC2)cc1=O	-21	1
COc1cc(NC(=O)c2noc3c2CCCC3)c(OC)cc1Cl	-68	-3
CC(=O)c1ccc(N/N=C(/C(N)=O)C2=NC(C)(C)Cc3ccccc32)cc1	-19	13
Cc1cc(C)cc(CSc2nnc(C)c(=O)[nH]2)c1	-22	19

Going on with the list:
SMILES	OX1R antag-1	OX1R antag-2
CC1CCCCN1C(=O)COC(=O)c1ccc2c(c1)C(=O)N(Cc1ccco1)C2=O (configuration not stated)	-13	21
COc1ccc2c(C)cc(SCC(=O)NC3CCCC3)nc2c1	-9	4
C=CCOc1ccc(/C=N/Nc2ccccn2)cc1OC	-13	17
Cc1ccc(CNC(=O)CCC(=O)n2ncc3cc(C)ccc32)cc1	-3	2
Cc1ccc(-n2nnc(-c3cc4ccccc4nc3Cl)n2)cc1	-13	13
O=C(CSc1ccc(Br)cc1)NCC(c1ccco1)N1CCCCC1 (configuration not stated)	-26	16
O=C(CN1C(=O)c2ccccc2S1(=O)=O)N1CCOCC1	-6	17
N#C/C(=C/c1ccc(Cl)cc1)NC(=O)c1ccccc1	5	28
O=C(c1ccccc1)c1ccc(OC(=O)N2CCOCC2)cc1	-16	9
Cc1c(NC(=O)c2ccc3c(c2)OCO3)c(=O)n(-c2ccccc2)n1C	-2	3
CC(C)CNC(=O)C(=O)NC1CCCC1	-22	18
COC(=O)[C@@]1(C)[C@H]2C(=O)N(Cc3ccccc3)C(=O)[C@H]2[C@H]2CN=C(SCc3ccccc3)N21	-17	2
Cc1cc(NC(=O)CN(C)S(=O)(=O)c2cnc[nH]2)ccc1Br	-6	8
O=C(COc1ccccc1)NCC(=O)N/N=C/c1ccc(Cl)cc1	-22	28
COc1ccc(C(=O)CC(=O)C(=O)Nc2ccc(C)c(C)c2)cc1	-21	-3
COCCn1c(SCC(=O)N2CCCC2)nnc1-c1ccco1	-8	15
COc1ccc(S(=O)(=O)Nc2ccc3c(c2)C(=O)N([C@H](C)CO)C[C@H](C)[C@@H](CN(C)C(=O)Nc2ccccc2)O3)cc1	-6	5
COc1ccc(Nc2ncnc3sccc23)cc1	-19	9
O=C(NCC1CCCO1)c1ccc(CSCc2cccc(F)c2)o1 (configuration not stated)	-16	20
CCOc1ccc(N(CCCCO)C(=S)NC(=O)c2ccc(C)c(Br)c2)cc1	-35	14
Cc1c(C(=O)OCC(=O)N2CCN(c3ccccc3)CC2)oc2ccccc12	-9	9
CSc1ccc(NC(=O)N2CC=C(n3c(=O)[nH]c4ccccc43)CC2)cc1	-7	3
CCOC(=O)C1(Cc2ccccc2)NC(c2ccccc2F)C2C(=O)N(CC)C(=O)C21 (configuration not stated)	-24	16
COc1ccc(/C=C/C(=O)C2C(=O)C=C(C)OC2=O)cc1O (configuration not stated)	-6	22
